ELG1 genotoxic – induces genotoxicity in HEK293T cells with luciferase-tagged ELG1 | Potency, µM (series often up to 46 µM), for the others: at the top dose activity change, positive = activation, usual class: activators | HEK293T ELG1-luciferase reporter, luminescence, 16 h | 1.3% of 330,000 active; further: % of control where 0% means no effect; nearly all actives have a fitted effect of over 60% in size
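After overnight (16 hr) compound treatment at 37 °C, ELG1-luciferase HEK293T cells were lysed with ONE-Glo; luminescence quantified 30 min later at room temperature.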
MBNL1-CUG inh – blocks human MBNL1 binding to CUG repeat RNA | Potency, µM (titrated, usually from 57.5 µM), for the others: at the top dose activity change, negative = inhibition, usual class: inhibitors | 0.036% of 280,000 active | AID 2675 | TR-FRET MBNL1-His/biotin-(CUG)12 binding, 665/545 ratio; active means well fitted inhibition curve with a large enough effect in the signal ratio, with a control signal flat, not every such curve was filed as active; inconclusive means small, poorly fitted or top-dose-only effect, or effect the other way, or a change in a side signal; inactive means no such curve, though single readings can be large or run the other way; the % refers to the signal ratio; further: on the % scale 0 is the no-effect control and ±100 the full control effect
Target sequence (Q9NR56 whole entry, looked up): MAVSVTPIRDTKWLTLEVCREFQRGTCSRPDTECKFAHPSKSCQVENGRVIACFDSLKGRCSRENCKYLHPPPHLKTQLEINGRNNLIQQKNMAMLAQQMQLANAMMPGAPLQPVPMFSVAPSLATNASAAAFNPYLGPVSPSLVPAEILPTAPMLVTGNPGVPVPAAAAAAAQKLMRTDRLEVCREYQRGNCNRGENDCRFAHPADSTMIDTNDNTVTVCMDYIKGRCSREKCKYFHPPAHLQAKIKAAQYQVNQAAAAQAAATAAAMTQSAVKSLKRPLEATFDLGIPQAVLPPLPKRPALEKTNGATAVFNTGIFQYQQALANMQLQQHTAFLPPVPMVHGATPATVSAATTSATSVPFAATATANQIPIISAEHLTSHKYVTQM
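Ratiometric TR-FRET (665 over 545 nm, excitation 340 nm) tracks disruption of MBNL1-His/biotin-(CUG)12 complex after 60 min at room temperature, with compounds at 92 nM to 58 uM final.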
p53 reactivator – mutant p53 re-activation in reporter cells; H1299 p53-A138V BP100-luciferase reporter, luminescence, 24 h; Potency, µM (titrated, usually from 92.2 µM), for inactives: top-dose activity change, positive = activation, usual class: activators; 0.063% of 320,000 active; AID 504706; further: % of control where 0% means no effect; nearly all actives have a fitted effect of over 45% in size
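p53-null H1299 cells stably carrying temperature-sensitive p53-A138V and a BP100-luciferase reporter were pinned with compounds (4-point, 1:5 series) and held 24 hrs at 37 deg C. Luminescence was read 10 min after detection reagent.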
NPC1 promoter act – activates the NPC1 promoter; Huh7 NPC1 promoter luciferase reporter, 24 h; Potency, µM (top dose mostly 9.22 µM), for the others: at the highest dose activation, actives largely listed as activators; 2.4% of 320,000 active;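 further: % of control where 0% means no effect; nearly all actives have a fitted effect of over 60% in size; reporter is driven by a mutant NPC1 promoter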
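Stable NPC1-promoter luciferase Huh7 line; cpd (DMSO) 24 h, 37 °C, 5% CO2; Amplite luciferase reagent 10 min RT; luminescence readout. qHTS format.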
FLuc modulator – firefly luciferase modulation, counter-screen for miR-21 project; P08659; purified FLuc, Km substrates, luminescence inhibition; Potency, µM (highest dose often 57.5 µM), inactives show at the top dose activity change, negative = inhibition, usual class: inhibitors; 6.9% of 360,000 active;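 further: plate controls were vehicle for no effect and reference inhibitor for full effect; nearly all actives have a fitted effect of over 55% in size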
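Biochemical qHTS of compounds, final roughly 60 µM downward over six points, against 10 nM purified firefly luciferase using Km concentrations of substrates (10 uM D-luciferin, 10 uM ATP) in Tris acetate pH 7.5 buffer; luminescence output.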
Rab9 promoter act – activates the Rab9 promoter. Huh7 Rab9 promoter-luciferase reporter, luminescence, 24 h. Potency, µM (highest dose often 9.22 µM), inactives show top-dose activation, negative = inhibition, most hits filed as activators. 2.8% of 320,000 active; further: % of control where 0% means no effect; nearly all actives have a fitted effect of over 60% in size
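Huh7 cells stably carrying a Rab9 promoter-luciferase reporter, 1500 cells per well in OP-MEM I with 10% FBS, treated with compound 24 hours at 37C. Luciferase activity read by luminescence after 10 minutes with Amplite reagent.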
MLL CXXC-DNA inh – inhibitors of human MLL CXXC domain-DNA interaction; 0.037% of 290,000 active; Q03164; MLL-CXXC / FITC-HOXA9 DNA fluorescence polarization; Potency, µM (top dose mostly 115 µM), for inactives: at the top dose activity change, negative = inhibition, usual class: inhibitors; active means well fitted inhibition curve with a large enough effect in the polarisation, with a control signal flat, not every such curve was filed as active; inconclusive means small, poorly fitted or top-dose-only effect, or effect the other way, or a change in a side signal; inactive means no such curve, though single readings can be large or run the other way; the % refers to the polarisation
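Purified MLL-CXXC (added from a 7 uM solution) was preincubated 5 min at ambient with pinned compounds in 50 mM Tris-HCl pH 7.5, 50 mM NaCl, 1 mM DTT, 0.05% BSA. Fluorescein-labeled HOX-A9 DNA (50 nM solution) followed, 30 min, then polarization read.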
BRCA1 expr act – activators of BRCA1 expression. Potency, µM (doses to about 46.1 µM), inactives show at the highest dose activation, most hits filed as activators. 1.1% of 380,000 active. AID 624202. MCF7-BRCA1-FFLuc reporter, luminescence, 48 h; response scale: scaled: vehicle 0%, 10 µM genistein 100%; further: nearly all actives have a fitted effect of over 80% in size; some results filed as inactive show a strong effect at the top dose
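Luminescence from a BRCA1-driven firefly luciferase in MCF7 cells was the read-out, taken 15 min after substrate addition following 48 h compound exposure at 37 °C. Data were normalized to a 10 microM genistein control and DMSO vehicle.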
Gal4-VP16 FLuc – inhibits Gal4-VP16 luciferase reporter, ROR gamma counter-screen | 3.5% of 310,000 active | Drosophila S2 Gal4-VP16 UAS-luciferase, luminescence, 20 h | Potency, µM (top dose mostly 53.6 µM), without a hit: at the highest dose activity, negative = inhibition, hits mostly inhibitors;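 further: Gal4-VP16 expression switched on by copper sulfate through the metallothionein promoter; on the % scale 0 is the no-effect control and ±100 the full control effect; nearly all actives have a fitted effect of over 50% in size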
RORgamma inh – inhibitors of mouse ROR gamma transcriptional activity. Drosophila S2 Gal4-RORgamma UAS-luciferase reporter, 20 h. Potency, µM (top dose mostly 53.6 µM), for the others: at the highest dose activity change, negative = inhibition, actives largely listed as inhibitors. 5.4% of 310,000 active. AID 2551; further: on the % scale 0 is the no-effect control and ±100 the full control effect; nearly all actives have a fitted effect of over 60% in size
Target sequence (P51450 whole entry, looked up, the tested form may be a part): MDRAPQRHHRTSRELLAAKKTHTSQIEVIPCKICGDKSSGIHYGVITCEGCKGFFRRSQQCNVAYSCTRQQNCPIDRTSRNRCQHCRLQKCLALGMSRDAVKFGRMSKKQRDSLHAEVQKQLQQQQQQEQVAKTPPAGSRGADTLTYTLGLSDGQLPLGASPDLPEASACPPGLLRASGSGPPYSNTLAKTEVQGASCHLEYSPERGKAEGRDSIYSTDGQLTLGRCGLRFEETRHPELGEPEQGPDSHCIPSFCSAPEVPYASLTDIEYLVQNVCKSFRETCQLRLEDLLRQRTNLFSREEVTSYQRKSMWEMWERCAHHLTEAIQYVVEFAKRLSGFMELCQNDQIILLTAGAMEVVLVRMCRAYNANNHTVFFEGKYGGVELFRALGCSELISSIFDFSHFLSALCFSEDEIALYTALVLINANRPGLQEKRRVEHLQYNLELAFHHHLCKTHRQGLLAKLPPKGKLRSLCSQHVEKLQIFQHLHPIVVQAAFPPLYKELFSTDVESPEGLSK
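ROR gamma transcriptional activity was tracked as Gal4-UAS luciferase output in stably transfected Drosophila Schneider cells, with compound added 1 hr before 700 uM copper sulfate induction and a 20 hr ambient-temperature incubation.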
uPA surface inh – blocks generation of uPA at the cell surface; cell surface uPA generation assay, qHTS; AID 540303; 0.31% of 330,000 active; Potency, µM (top dose mostly 38.3 µM), for the others: top-dose activity change, negative = inhibition, actives largely listed as inhibitors; active means well fitted inhibition curve with a large enough effect; inconclusive means small, poorly fitted or top-dose-only effect; inactive means no such curve, though single readings can be large or run the other way; tested in mouse RAW 264.7 cells; further: on the % scale 0 is the no-effect control and ±100 the full control effect; nearly all actives have a fitted effect of over 55% in size
* hit, by the source's call; ? = inconclusive; · = no result given; [ ] = another dose, or the depositor's remark. Unless noted, the call rests on the fitted dose curve; in most records, active means well fitted curve in the direction sought with a large enough effect; inconclusive means small, poorly fitted or top-dose-only effect, or another doubt; inactive means no such curve, though single readings can be large; an effect the other way counts as inactive or inconclusive. Potency means the concentration at half of the fitted maximal effect.

Structure	ELG1 genotoxic	MBNL1-CUG inh	p53 reactivator	NPC1 promoter act	FLuc modulator	Rab9 promoter act	MLL CXXC-DNA inh	BRCA1 expr act	Gal4-VP16 FLuc	RORgamma inh	uPA surface inh
Cc1ccc(NC(=S)N(CCCN2CCN(C)CC2)Cc2cccs2)cc1C	-2%	-2%	1%	-1%	2%	-1%	4%	0%	-5%	4%	-4%
CC12CCC(c3nnc(SCc4ccc(Cl)cc4)nc31)C2(C)C (stereo not given)	-2%	-1%	-10%	-3%	0%	1%	-2%	-16%	1%	?	4%
C=CCn1c(O)c(CN2CCOCC2)c(C)c(C#N)c1=O	0%	4%	0%	-2%	-1%	-2%	-14%	18%	-2%	-2%	7%
CS(=O)(=O)N(CC(=O)NC1CC2CCC1C2)c1ccc(Oc2ccccc2)cc1 (stereo not given)	-2%	-1%	0%	-2%	-13%	1%	-7%	23%	-8%	43%	4%
C=CCc1cccc(/C=N/NC(=O)c2ccccc2OC)c1O	?	7%	?	24%	13µM*	-3%	19%	-18%	1.3µM*	0.5µM*	?
NC(=O)CSc1cn(Cc2ccc(F)cc2)c2ccccc12	-4%	-1%	-3%	-6%	-5%	0%	-8%	35%	-7%	21%	-15%
CC(=O)c1cccc(NC(=O)COc2cc(C)on2)c1	2%	·	-5%	-4%	0%	0%	·	-8%	·	·	18%
C=C(C)Cn1c(SCC(=O)N/N=C/c2cccc(O)c2)nc2ccccc2c1=O	-2%	-5%	-3%	0%	2%	1%	11%	-39%	?	-8%	-3%
COC(=O)c1ccccc1NC(=O)c1ccc(COc2ccc3c(c2)CCC3)cc1	4%	5%	-7%	15%	?	9%	-1%	27%	8%	16%	-2%
N#CCC(=O)Nc1ccc(C(=O)OCC(=O)Nc2ccc3ccccc3c2)cc1	0%	·	?	1%	-3%	-1%	·	-12%	·	·	3%
Cc1cc(C(=O)N/N=C/c2cccc(OC(=O)c3cccc(Br)c3)c2)n[nH]1	17%	-3%	1%	4%	?	-3%	76%[activator]	53%	-9%	-24%	-11%
Cc1cnc(C)c(N2CCN(C(=O)C3CCC(=O)N(CCc4cccc(F)c4)C3)CC2)n1 (stereo not given)	1%	-1%	0%	3%	-3%	0%	26%	-17%	-13%	1%	-15%
NS(=O)(=O)c1ccc(N2CCOCC2)c(C(=O)NCc2ccc3c(c2)OCO3)c1	-1%	·	-2%	-7%	2%	0%	·	-28%	·	·	1%
CCSc1nc2c(sc3ccccc32)c(=O)n1C(C)C	-12%	-3%	?	0%	-7%	-2%	17%	-38%	-14%	3%	2%
FC(F)(F)c1ccc(C2NCCc3sccc32)cc1 (stereo not given)	?	-1%	-3%	20%	?	-8%	-3%	42%	2%[10 µM]	-9%	-5%
O=C(O)CCC(=O)c1ccc2c(c1)CCCC2	19%	-10%	5%	-2%	?	12%	7%	2%	9%	19%	-1%
Cc1ccc(CN2C(=O)CSC2c2cccnc2)cc1 (stereo not given)	?	1%	-2%	-1%	0%	-1%	7%	-7%	-3%	23%	1%
O=C(NCCC1=CCCCC1)c1cccc(S(=O)(=O)N2CCCCC2)c1	-2%	·	7%	-2%	-1%	-11%	·	-12%	·	·	-2%
C=CCn1c(-c2cc3c(s2)CCC(CC)C3)n[nH]c1=S (stereo not given)	0%	9%	?	10%	30µM*	28%	-6%	0%	?	2.2µM*	2%
CC(C)NC(=O)NC(=O)CSc1nnc(-c2c[nH]c3ccccc23)o1	3%	1%	8%	3%	-1%	2%	6%	28%	3%	2%	0%
CN(Cc1ccccc1)C(=O)COC(=O)C1CCN(S(=O)(=O)c2ccc3c(c2)OCCO3)CC1	0%	·	-2%	-1%	1%	-5%	·	-6%	·	·	8%
CCC(CC)NC(=O)c1ccc2nc[nH]c2c1	1%	-7%	-1%	-3%	-1%	-2%	2%	-3%	-2%	-14%	-3%
C=CCOC(=O)C1=C(C)NC(=O)NC1/C=C/c1ccccc1OC (stereo not given)	-1%	13%	-10%	9%	5%	-4%	-9%	-1%	0%	0%	5%
O=C(Nc1ccccc1-c1nnc(SCc2ccc(Cl)cc2)o1)c1ccccc1	-6%	?	1%	-1%	0%	-2%	5%	-22%	1%	?	5%
CC(C(=O)N1CCCc2ccccc21)N1CCN(S(=O)(=O)c2ccccc2F)CC1 (stereo not given)	-1%	-7%	-1%	-1%	2%	-1%	-3%	-19%	-2%	4%	-3%
O=C(NCc1cc(F)cc(C(F)(F)F)c1)C1CCC(=O)N(C2CCCC2)C1 (stereo not given)	8%	-4%	?	1%	?	-4%	-3%	1%	-9%	38%	-4%
N#Cc1c(SCC(=O)Nc2nncs2)sc2c(O)cc(=O)[nH]c12	-2%	?	3%	-7%	4%	1%	53%[activator]	14%	3%	2%	-1%
O=c1nc(N/N=C/C=C/c2ccccc2)cn[nH]1	2.1µM*	?	17%	0.5µM*	4.8µM*	0.35µM*	-2%	?	-10%	9%	3%
O=C(NCCc1ccc(Cl)cc1)c1cccc(N2CCCC2=O)c1	15%	2%	14%	?	?	?	5%	?	4%	41%	6%
CN1CCN(C(=O)c2cc(=O)c3cc(Cl)ccc3o2)CC1	0%	3%	-3%	0%	3%	-5%[1.84 µM]	-10%	3%	2%	1%	2%
CC(C)NC(=O)c1onc(CSc2ccc(Cl)cc2)c1C(=O)O	-3%	2%	-6%	-1%	?	4%	2%	0%	?	?	-1%
Cc1[nH]n(-c2ccccc2)c(=O)c1C=NC1CCCCCC1	12%	-7%	26%	11%	?	20%	-1%	53%	-1%	34%	-5%
CC1(C)CC(=O)c2cc(C(=O)N3CCCC(C)(C)C3)c(=O)n(-c3ccccc3)c2C1	-1%	7%	-1%	-3%	-1%	-2%	4%	-11%	4%	7%[10 µM]	5%
COc1ccc(C(=O)N[C@H](C(=O)Nc2nc3c(s2)CCCC3)C(C)C)cc1	15%	-12%	?	-2%	15µM*	23%	8%	48%	-2%	41%	-2%
CCC(Sc1nc2ccc(C)cc2[nH]1)C(=O)O (stereo not given)	-4%	2%	1%	3%	?	-2%	3%	7%	-10%	-10%	2%
COc1ccc(S(=O)(=O)N2CCCCC2)cc1NC(=O)Cc1ccsc1	1%	·	-1%	-2%	2%	-3%	·	-13%	·	·	3%
Cc1ccc(NC(=O)CSc2nnc(-c3ccc(S(=O)(=O)N4CCCC4)cc3)o2)cc1C	6%	3%	-2%	2%	1%	1%	-7%	-21%	-1%	-23%	·
CC(=O)Nc1ccc(NC(=O)C(C)OC(=O)CCc2nc3ccccc3s2)cc1 (stereo not given)	1%	1%	2%	-3%	8%	4%	-4%	2%	6%	8%	1%
O=C(CN1CCOCC1)NNC(=O)c1ccc([N+](=O)[O-])cc1	0%	?	12%	-3%	-3%	0%	14%	0%	-4%	-14%	-1%
O=C(CN1C(=O)N/C(=C\c2ccccc2OCc2ccc(C(=O)O)cc2)C1=O)Nc1ccc(F)cc1	0%	?	6%	-3%	0%	-1%	-5%	-8%	-7%	13%	-2%
Cc1ccc2oc(=O)cc(/C=C/c3ccccc3)c2c1	-9%	?	-8%	-3%	0%	-3%	15%	-44%	-8%	2%	-2%
CCCN1CCN(C(=O)Cn2cnc3sc(C)c(S(=O)(=O)N4CCC(C)CC4)c3c2=O)CC1	12%	1%	13%	2%	2%	2%	-1%	-15%	-3%	-11%	-1%
Cc1cc(C)cc(C(=O)N2CCN=C2SCc2ccc([N+](=O)[O-])cc2)c1	-6%	-3%	12%	-6%	0%	0%	-7%	-11%	-1%	27%	4%
O=C(NCCCc1ccncc1)C1CCC(=O)N(Cc2cccc(F)c2)C1 (stereo not given)	0%	-5%	-5%	-8%	1%	-3%	15%	0%	0%	5%	-20%
COc1ccc(NC(=O)CCc2nnc3ccc(N4CCC(C)CC4)nn23)cc1	2%	-4%	-7%	-1%	-1%	-4%	5%	-6%	-3%	11%	1%
CCOC(=O)C1CCCN(C(=O)c2cc(Nc3ccc(OC)cc3)nc3ccccc23)C1 (stereo not given)	·	6%	·	·	15µM*	·	-10%	-4%	1%	?	-3%
C=CCOc1c(Br)cc(/C=N/n2c(CC)n[nH]c2=S)cc1Br	1%	·	0%	0%	-9%	1%	11%	-33%	7.9µM*	7.9µM*	-10%

From PubChem BioAssay

These rows are one share of the data, so the mix of outcomes need not match the whole.
